# Compound activity from PubChem.
# DT40 TDP1 no CPT: qHTS for Inhibitors of human tyrosyl-DNA phosphodiesterase 1 (TDP1): qHTS in cells in absence of CPT; DT40 Tdp1-/- hTDP1 cells, no CPT, ATP luminescence, 48 h; Potency, µM (highest dose often 46.2 µM), inactives show top-dose activity change, negative = growth inhibition, actives largely listed as inhibitors; actives 15% (n = 420,000); also: nearly all actives have a fitted effect of over 55% in size
#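 Camptothecin absent (DMSO only). Human TDP1-complemented DT40 knockout cells, 400 cells/well, 37 °C for minimum 48 hr; ATP measured via CellTiter-Glo, 30 min dark incubation, luminescence.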
# KAT2A inh: blocks human GCN5L2 histone acetyltransferase; GCN5L2 HAT assay, ThioGlo1 CoA-SH fluorescence; Potency, µM (doses to about 58.9 µM), for the others: at the highest dose activity change, negative = inhibition, hits mostly inhibitors; actives 0.21% (n = 390,000); AID 504327
# Target sequence (Q92830 whole entry, looked up): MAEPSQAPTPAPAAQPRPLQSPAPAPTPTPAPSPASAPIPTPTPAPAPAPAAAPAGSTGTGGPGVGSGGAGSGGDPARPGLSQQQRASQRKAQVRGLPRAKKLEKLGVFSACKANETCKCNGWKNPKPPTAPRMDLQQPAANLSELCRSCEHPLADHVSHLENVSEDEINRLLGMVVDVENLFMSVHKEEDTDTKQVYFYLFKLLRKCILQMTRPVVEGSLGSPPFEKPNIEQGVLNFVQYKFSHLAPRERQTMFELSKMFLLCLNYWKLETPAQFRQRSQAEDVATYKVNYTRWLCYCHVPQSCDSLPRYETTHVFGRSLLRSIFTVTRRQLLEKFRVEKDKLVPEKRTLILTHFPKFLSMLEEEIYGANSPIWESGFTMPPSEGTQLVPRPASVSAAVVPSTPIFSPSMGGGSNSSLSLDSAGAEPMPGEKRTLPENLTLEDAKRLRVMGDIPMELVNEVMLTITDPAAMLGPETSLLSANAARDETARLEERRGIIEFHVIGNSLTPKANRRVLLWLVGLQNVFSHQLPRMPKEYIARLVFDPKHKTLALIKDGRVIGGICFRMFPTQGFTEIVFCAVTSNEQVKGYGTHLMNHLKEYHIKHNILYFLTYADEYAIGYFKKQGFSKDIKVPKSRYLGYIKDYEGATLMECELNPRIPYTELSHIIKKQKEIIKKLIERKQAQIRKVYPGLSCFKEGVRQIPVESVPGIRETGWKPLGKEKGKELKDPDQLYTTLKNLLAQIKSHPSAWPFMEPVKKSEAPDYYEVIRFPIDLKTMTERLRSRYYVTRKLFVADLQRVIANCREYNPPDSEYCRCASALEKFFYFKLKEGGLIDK
#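 Enzyme at 20nM final was mixed with library compounds for 15 min at room temperature. Peptide H3(1-25) at 75uM, acetyl-CoA at 70uM and ThioGlo1 at 50uM were then added. Plates were read immediately and after 20 min (Ex340nm/Em540nm).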
# TDP1 block: TDP1 (human) enzyme inhibition; actives 0.28% (n = 350,000); recombinant TDP1, AlphaScreen DNA substrate cleavage; Potency, µM (series often up to 130 µM), without a hit: at the highest dose activity change, negative = inhibition, usual class: inhibitors; Q9NUW8; also: nearly all actives have a fitted effect of over 40% in size
#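 Compounds were preincubated with Tdp1 (1 nM final) for 15 min at room temperature before substrate (15 nM final) started a 5 min reaction; beads (10 ug/ml final) were then added for 10 min before AlphaScreen detection.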
# * marks the source's active call; other numbers are inactive results; ? = inconclusive; · = no result given; & = joins results of further samples; [ ] = remark or other dose. Calls follow the shape of the dose curve; as a rule, active = well fitted curve in the direction sought with a large enough effect; inconclusive = small, poorly fitted or top-dose-only effect, or another doubt; inactive = no such curve, though single readings can be large; an effect the other way counts as inactive or inconclusive. % is scaled to controls: 0 for no effect and ±100 for the full control effect; potency is read from the fitted curve at half-maximal effect. A portion of the library; count on the stated rates, not on these rows.
SMILES,DT40 TDP1 no CPT,KAT2A inh,TDP1 block
CCNC(=S)N(CCc1c(C)[nH]c2ccc(OC)cc12)Cc1cccnc1,-28.9%,2.1%,·
Cc1ccccc1NC(=O)COc1ccc(Br)cc1CNCCCO,-9.9%,1.9%,0.0%
Cc1nc2ncnn2c(C)c1CCC(=O)Oc1ccccc1,-4.7%,-7.4%,3.9%
CC1(C)CC(=O)c2cc(-c3nc(-c4ccc(F)cc4)cs3)c(=O)[nH]c2C1,-24.5%,0.1%,1.8%
CN1C(=O)NC(c2ccc(O)cc2)C2=C1CN(c1ccccc1)C2=O (stereo unspecified),?,0.0%,2.6%
Cc1ccc([C@@H]2CC=C(C(=O)O)[C@H](c3ccccc3F)N2S(=O)(=O)c2ccc(C)cc2)cc1,-1.3%,-2.5%,0.4%
Cc1ccc2nc(Nc3nc(CSc4nnc(C)s4)cc(=O)[nH]3)nc(C)c2c1,14.6µM*,33.8%[activator],-2.5%
CC(C)C(CO)N1CCN(Cc2ccccc2)CCC1=O (stereo unspecified),-1.8%,-7.4%,·
CN(C)S(=O)(=O)c1ccc(C(=O)N(c2ccccn2)c2ccccn2)cc1,-12.8%,·,2.0%
O=C(CCNC(=O)c1ccccc1)NCC1CCCCC1,18.8%,-4.2%,2.5%
CC(Nc1cc(N2CCN(C(=O)C(C)(C)C)CC2)ccc1[N+](=O)[O-])c1ccccc1 (stereo unspecified),23.1µM*,0.1%,7.9%
O=C1CC(N2CCN(S(=O)(=O)c3ccccc3F)CC2)C(=O)N1c1ccccc1Cl (stereo unspecified),-13.0%,2.4%,3.2%
O=C(c1cc(-c2ccc(Cl)cc2)n[nH]1)N1CCc2ccccc2C1,-1.7%,2.0%,2.3%
NC(=O)CSC1=Nc2ccccc2C2=NC(CC(=O)NCc3cccs3)C(=O)N12 (stereo unspecified),-5.2%,2.2%,-4.0%
Cc1cc(SCC(=O)Nc2cccc(S(=O)(=O)NC3=NCCCCC3)c2)nc2ccccc12,?,-5.6%,·
COc1ccc(NC(=O)CN(C)S(=O)(=O)c2ccc3c(c2)CCC(=O)N3)c(OC)c1,-23.1%&-9.8%,-1.3%&-17.6%,5.8%&2.6%
N#Cc1nc(Cc2ccccc2)oc1NCc1ccccc1Cl,-23.7%,-4.5%,3.9%
Cc1ccc(S(=O)(=O)CC(O)COc2ccccc2C#N)cc1 (stereo unspecified),5.9%,1.3%,-2.7%
CC(=O)c1ccc(N2CCN(S(=O)(=O)c3cccc4nonc34)CC2)cc1,?,-3.7%,2.6%
COc1ccc(NS(=O)(=O)c2cccc(NC(=O)COc3ccc(OC)cc3)c2)cc1,?,4.4%,1.9%
CCOC(=O)c1cc(C(=O)OCC)c(=O)[nH]c1N1CCCC1,?,-19.7%,3.6%
O=S(=O)(c1ccccc1)N1CCn2c(nc3ccccc32)C1,-21.6%,-16.7%,4.9%
CCO[C@H]1OC(C(=O)N2CCN(C)CC2)=C[C@@H](C)[C@@H]1CCCO,-6.6%,-3.5%,2.6%
COc1ccccc1NC(=O)C1=C(C)Nc2nc(SCc3ccccc3)nn2C1c1cccc(O)c1 (stereo unspecified),23.1µM*,-16.5%,5.9%
NS(=O)(=O)c1ccc(NNC(=O)c2sccc2Cl)cc1,-23.5%,-6.4%,·
CCCC(=O)Nc1ccc(C(=O)n2ccc(C)n2)cc1,-14.5%,?,-3.7%
COCc1cc(=O)n2[nH]c(C)nc2n1,-2.7%,2.5%,·
O=C1[C@@H](Oc2ccccc2)[C@@H](c2ccncc2)N1c1ccncc1,?,-2.9%,·
C#CCOCCOCCOCCNc1nc(N2CCN(C(=O)C([C@@H](C)CC)n3cc(C(N)CC(C)C)nn3)CC2)nc(N2CCN(C(=O)[C@H](CCC(=O)O)n3cc(C(N)[C@H](C)CC)nn3)CC2)n1 (stereo partly specified),-3.3%,0.2%,1.3%
COc1cc(Cl)c(C)cc1NC(=O)CSc1nc2c(c(=O)[nH]1)CCCC2,?,-3.3%,2.9%
COc1ccc(S(=O)(=O)N2CCN(C(=O)CN3C(=O)NC(C)(C)C3=O)CC2)cc1,2.8%,-8.0%,0.9%
COc1cccc(Nc2ncc3nc(C)c(=O)n(-c4ccccc4)c3n2)c1,?,-15.8%,·
Cc1ccc(-c2cc(C(=O)N3CCCC3)c3ccccc3n2)s1,-26.4%,?,4.1%
Cc1ccc(NC(=S)NC(=O)CC2CC(C)(C)OC2=O)cc1 (stereo unspecified),-18.4%,0.3%,-2.7%
Cc1ccc(/C=N/NC(=O)C2COc3ccccc3O2)s1 (stereo unspecified),1.64µM*,-2.7%,-13.7%
COc1ccccc1-c1nc(-c2ccc(Br)cc2)no1,-18.7%,0.4%,-1.0%
CCOc1ccccc1NC(=O)N1CCCC1C(=O)NCc1ccco1 (stereo unspecified),-1.2%,-5.5%,5.2%
O=C(COC(=O)CNC(=O)c1ccc(Cl)cc1Cl)Nc1ccc(N2CCOCC2)cc1,-11.2%,-7.1%,0.0%
O=C1CCN(C2CCN(Cc3nc(Cc4ccccc4F)no3)CC2)CCN1,-13.5%,-13.1%,0.0%
Cc1ccc(CNC(=O)c2ccc(N3CCC4(CC3)CC(c3cccc(Br)c3)=NO4)c([N+](=O)[O-])c2)cc1,?,-3.1%,0.1%
O=c1c2cnn(-c3ccccc3)c2ncn1Cc1ccccc1,?,-4.2%,-2.4%
Cc1ccc(O)c(NC(=O)c2ccccc2-c2ccccc2C(=O)O)c1,11.2%,-10.6%,·
Cc1ccc(CN2COc3c(Cl)cc4c(-c5ccccc5)cc(=O)oc4c3C2)cc1,-20.2%,-4.4%,11.0%
Cc1nccc(-c2cccc(NC(=O)Nc3ccc(Cl)cc3)c2)n1,?,-3.7%,0.0%
Cc1ccccc1C(=O)N1CCC(C(=O)OCc2ccccc2Cl)CC1,4.1%,-1.9%,0.3%
Cc1nnc(SCCC(=O)Nc2ccc(Cl)cc2)o1,-8.5%,2.7%,1.7%
Cc1ccc(-c2noc(=O)n2CC(=O)c2ccc(Cl)cc2)cc1,?,1.9%,0.0%
Cc1ccc(Cl)cc1NC(=O)N[C@@H](CC(C)C)C(=O)O,7.2%,0.4%,·
COc1ccc(Br)c2c1-c1nc(NC(=O)c3ccccc3F)sc1C2,18.4µM*,-2.7%,5.1%
C=CCNC(=S)Nc1ccc2nc(C)oc2c1,?,-4.6%,-2.7%

# (cont.)
SMILES,DT40 TDP1 no CPT,KAT2A inh,TDP1 block
Cc1noc(C)c1C(=O)NCCc1ccc(Cl)cc1,-6.3%,-6.6%,1.1%
Cc1cc(C)c(-c2csc(NC(=O)C3=COCCO3)n2)c(C)c1,-76.2%,-11.3%,·
Cc1ccccc1NC(=O)c1cccnc1,13.5%,1.4%,·
COc1cccc(CNC(=O)Cc2ccc(NC3=NC4CS(=O)(=O)CC4S3)cc2)c1 (stereo unspecified),-1.7%,-2.7%,·
CC(C)Cn1c(=O)c2ccccc2n2c(CCC(=O)N3CCN(c4ccccc4F)CC3)nnc12,23.1µM*,0.3%,0.0%
COc1ccc(C(C(=O)NCCC(C)C)N(CCO)C(=O)c2snc(C(N)=O)c2N)cc1 (stereo unspecified),-3.7%,-16.3%,2.2%
COc1ccc(C(=O)NNC2=NC(C)(C)Cc3ccccc32)cc1,-5.7%,-2.5%,1.9%
CCOc1ccc(NC(=O)CC2SC(N)=NC2=O)c([N+](=O)[O-])c1 (stereo unspecified),-2.3%,-1.8%,-2.6%
Cc1ccc(C2=[N+]([O-])C(C)N(O)C2(C)C)o1 (stereo unspecified),-28.7%,-5.4%[0.501 µM],-2.2%
COc1cc(CN2CCCC(C(=O)c3ccc(C(C)(C)C)cc3)C2)cc(OC)c1O (stereo unspecified),?,-1.3%,·

# Compound profiles, from the list above:
# Cc1ccccc1NC(=O)c1cccnc1 as listed: DT40 TDP1 no CPT = 13.5%; KAT2A inh = 1.4%; TDP1 block = ·
# Cc1cc(C)c(-c2csc(NC(=O)C3=COCCO3)n2)c(C)c1 as listed: DT40 TDP1 no CPT = -76.2%; KAT2A inh = -11.3%; TDP1 block = ·
# COc1ccc(C(C(=O)NCCC(C)C)N(CCO)C(=O)c2snc(C(N)=O)c2N)cc1 (stereo unspecified) as listed: DT40 TDP1 no CPT = -3.7%; KAT2A inh = -16.3%; TDP1 block = 2.2%

# The listing continues:
SMILES,DT40 TDP1 no CPT,KAT2A inh,TDP1 block
CCOC(=O)c1c(NC(=O)c2ccccc2Br)sc2c1CCc1ccccc1-2,18.4µM*,-13.9%,·
COc1cc(C(=O)Nn2c(C)nc3ccccc3c2=O)cc(OC)c1OC,-28.9%,3.2%,·
O=C(NCc1ccccc1)c1ccc2c(c1)sc1nc(-c3ccc(F)cc3)cn12,-17.1%,-4.4%,-1.3%
Cc1cc(C)c2c(c1)c(C)cc1nnc(SCC(=O)NCc3ccco3)n12,-3.1%,-24.5%,-6.7%
Cc1ccccc1-c1nc(CS(=O)(=O)CC(=O)NCCN2CCCC2)c(C)o1,-8.3%,-18.1%,4.1%
CC12CCC(C(=O)Nc3ccc(Cl)cc3)([C@H](Br)C1=O)C2(C)C (stereo partly specified),?,-4.2%,·
O=C(c1cccc(Cl)c1)N(Cc1ccco1)C1CCS(=O)(=O)C1 (stereo unspecified),-3.6%,-19.7%,·
CC1CCCCN1CCNC(=O)CCc1nnc2n(Cc3ccccc3)c(=O)c3ccccc3n12 (stereo unspecified),-5.4%,?,·
CCN=C1S/C(=C\c2ccc(OCC)c(OC)c2)C(=O)N1CC,20.6µM*,-9.1%,-1.9%
CNC(=O)NC(=O)C(C)OC(=O)c1c2c(nc3ccccc13)/C(=C/c1cccs1)CC2 (stereo unspecified),18.4µM*,14.1µM*,0.0%
Cc1nc(SC(C)C(=O)NCc2ccc3c(c2)OCO3)nc(C)c1C (stereo unspecified),-16.5%,1.5%,1.1%
CCCCN(C(=O)c1nn(C)c(=O)c2ccccc12)c1c(N)n(CCC)c(=O)[nH]c1=O,13.9%,-2.3%,0.2%
COc1cccc(CNS(=O)(=O)c2cc3c(cc2C)n(C)c(=O)c(=O)n3C)c1,-9.6%&-3.1%,0.2%&-11.1%,6.2%
CCCS(=O)(=O)c1nc(S(=O)(=O)c2ccc(C)cc2)c(NC)s1,-14.3%,0.5%,2.5%
C/C(NC(=O)c1ccccc1F)=C1\C(=O)C[C@@H]2[C@H]1C2(C)C,?,-7.8%,-2.0%
CC(C)Cc1cc(C(=O)NCc2cccs2)no1,-4.7%,-9.5%,3.3%
COc1ccc(S(=O)(=O)N2CCN(C(=O)CCc3c[nH]c4ccccc34)CC2)cc1,?,-4.3%,4.6%
COc1ccc2nc(N/C(N)=N/C(=S)Nc3c(C)cccc3C)nc(C)c2c1,20.6µM*,-22.4%,8.2%
Cc1cc(C)n(-c2ccc(C(=O)OCc3nnc(-c4ccccc4)o3)cc2)n1,-29.7%,-2.0%,-4.2%
COc1ccc(OC)c(S(=O)(=O)n2c([N+](=O)[O-])cnc2C)c1,6.4%,0.1%,·
NC(=O)C1CCN(c2ccc(S(=O)(=O)N3CCCCC3)cc2[N+](=O)[O-])CC1,-24.2%,2.1%,1.1%
COc1ccc(OC)c(NC(=O)CN2C(=O)CSc3ccc(S(=O)(=O)N4CCCC4)cc32)c1,-20.7%,-5.8%,7.7%
CN1C(C(=O)NCc2cccc(C(F)(F)F)c2)CC2Cn3c(nc4ccccc43)C21 (stereo unspecified),-18.9%,-12.3%,1.2%
C(=N\c1nccs1)/c1c[nH]c2ccccc12,-16.5%,·,5.1%
O=c1c(-c2ccc(F)cc2)nc2cnc(Oc3ccccc3)nc2n1C[C@H]1CCCO1,?,?,·
COc1ccc(Cc2nnc(N/N=C/c3ccccc3O)[nH]c2=O)cc1OC,0.0206µM*,-5.2%,8.1%
COc1ccc2c(CNCCc3cccs3)c(C(=O)O)n(Cc3ccccc3C)c2c1,5.17µM*,-9.0%,2.6%
Cc1cc(C)cc(C(=O)Nc2ccc(N3CCN(S(C)(=O)=O)CC3)cc2)c1,?,17.5%,-2.4%
Cc1ccc(S(=O)(=O)NC(=O)NCCc2ccccc2)cc1,0.1%,0.6%,5.7%
CCCS(=O)(=O)N1CCN=C1SCc1cccc(C)c1,?,-4.4%,4.6%

# A few values from the results shown.
# COc1ccc(Cc2nnc(N/N=C/c3ccccc3O)[nH]c2=O)cc1OC in TDP1 block → 8.1%
# NC(=O)C1CCN(c2ccc(S(=O)(=O)N3CCCCC3)cc2[N+](=O)[O-])CC1 in DT40 TDP1 no CPT → -24.2%

# More results.
SMILES,DT40 TDP1 no CPT,KAT2A inh,TDP1 block
CCN(CC)C(=O)C1CCCN(c2ccc([N+](=O)[O-])cc2)C1 (stereo unspecified),-5.6%,-16.6%,5.1%
CN(C)c1ccc(NC(=O)COC(=O)CCC(=O)c2ccc(F)cc2)cc1,-0.2%,-3.6%,8.5%
CCOC(=O)c1cnn(-c2ccc(OC)cc2)c1C1CCN(C(=O)OC(C)(C)C)CC1,25.9µM*,-13.1%,-2.3%
CC(C)COc1nc2ccccc2nc1N1CCN(C)CC1,?,-5.9%,·
